Assay outcomes from PubChem BioAssay.
CHRM4 agonist: CHRM4 agonism in calcium assay; actives 0.14% (n = 360,000); P08173; activation, % at 3 µM; CHO-K1 hM4/Gqi5, Fluo-8 calcium fluorescence; vehicle 0%, full acetylcholine response 100%;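 active = activation above the run mean over all test wells plus 3 SD, cut at about 32% in these data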;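 also: peak over basal fluorescence ratio per well then scaled between controls; 0% = DMSO wells and 100% = acetylcholine at EC100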
Target sequence (P08173 whole entry, looked up): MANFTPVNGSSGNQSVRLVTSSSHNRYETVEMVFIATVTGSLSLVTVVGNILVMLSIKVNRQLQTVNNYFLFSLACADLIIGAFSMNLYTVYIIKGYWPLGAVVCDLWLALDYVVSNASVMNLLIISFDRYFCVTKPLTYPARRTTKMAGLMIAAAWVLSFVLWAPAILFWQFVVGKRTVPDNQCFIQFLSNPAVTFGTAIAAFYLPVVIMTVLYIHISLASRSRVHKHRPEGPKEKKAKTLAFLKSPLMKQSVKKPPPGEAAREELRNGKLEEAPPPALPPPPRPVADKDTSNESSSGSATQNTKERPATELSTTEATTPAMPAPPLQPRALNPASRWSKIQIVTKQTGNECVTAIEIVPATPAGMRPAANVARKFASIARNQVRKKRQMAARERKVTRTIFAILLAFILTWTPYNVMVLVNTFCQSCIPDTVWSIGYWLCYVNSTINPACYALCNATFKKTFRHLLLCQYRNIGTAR
CHO-K1 Ca antag: M1 antagonist counterscreen hit in parental CHO-K1 cells. actives 0.6% (n = 360,000). inhibition, % at 3 µM. ATP-induced calcium, Fluo-8 fluorescence;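 active = inhibition above a per-plate cutoff, the plate's mean sample inhibition plus 3 SD, cut at about 24% in these data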;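 also: 0% = DMSO plus EC80 ATP and 100% = DMSO alone without ATP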
CHO-K1 Ca ag: M1 agonist counterscreen hit in parental CHO-K1 cells; activation, % at 3 µM; actives 0.48% (n = 360,000); Fluo-8 calcium fluorescence; scaled to maximal ATP response, vehicle zero; in the data active = activation above about 15%;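 also: untransfected CHO-K1 host cells lacking M1 receptor as counterscreen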
M1 PAM parental: nonselective activator or artifact in parental CHO-K1 calcium assay; actives 0.02% (n = 360,000); activation, % at 3 µM; ATP EC20, Fluo-8 calcium fluorescence; 0% at ATP EC20, 100% at ATP max;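 active = activation above the run cutoff, the mean activation of all test compounds plus 3 SD, cut at about 40% in these data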;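 also: peak over basal fluorescence ratio in a 140 s read after ATP addition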
M5 ag: agonists of human muscarinic M5 receptor (CHRM5) | CHO-K1 hM5 cells, Fluo-8 calcium fluorescence; 0% DMSO wells, 100% maximal acetylcholine response | AID 624037 | activation, % at 3 µM | actives 0.19% (n = 360,000);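 active = activation above the run's mean over test compounds plus 3 SD, cut at about 23% in these data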;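 also: signal is peak over basal fluorescence ratio across the kinetic read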
Target sequence (P08912 whole entry, looked up): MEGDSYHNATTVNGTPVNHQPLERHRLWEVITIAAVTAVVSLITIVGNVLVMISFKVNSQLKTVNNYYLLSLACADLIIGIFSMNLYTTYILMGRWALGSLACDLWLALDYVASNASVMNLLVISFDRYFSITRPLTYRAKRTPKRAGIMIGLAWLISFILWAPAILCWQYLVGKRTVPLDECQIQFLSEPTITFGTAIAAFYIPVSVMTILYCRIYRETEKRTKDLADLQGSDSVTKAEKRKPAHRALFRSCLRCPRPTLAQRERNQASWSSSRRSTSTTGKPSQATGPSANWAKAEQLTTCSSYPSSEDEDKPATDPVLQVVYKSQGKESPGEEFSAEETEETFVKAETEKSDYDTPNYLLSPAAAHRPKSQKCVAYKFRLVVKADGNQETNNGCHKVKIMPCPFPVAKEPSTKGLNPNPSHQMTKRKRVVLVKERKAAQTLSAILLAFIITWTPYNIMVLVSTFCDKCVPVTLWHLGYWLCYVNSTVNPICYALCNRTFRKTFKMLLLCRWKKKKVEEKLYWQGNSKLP
M5 PAM: positive allosteric modulators of human muscarinic M5 receptor; P08912; CHO-K1 hM5, Fluo-8 calcium, ACh EC20 PAM; 0% = ACh EC20, 100% = ACh EC100; activation, % at 3 µM; actives 0.3% (n = 360,000);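 active = activation above the run cutoff, the mean activation of all test compounds plus 3 SD, cut at about 18% in these data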
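Assay system – human M5 receptor in CHO-K1 cells · Read-out – % activation, ACh-normalized · Technique – Fluo-8 calcium fluorescence · Dosing – single-point, 3 µM nominal · Incubation – Fluo-8 loading 80 min at 37 °C plus 30 min room temperature · Repeats – singlicate, one well per test compound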
M4 PAM: potentiates acetylcholine response at human M4 receptor | CHO-K1 hM4/Gqi5, Fluo-8 calcium fluorescence, ACh EC20; 0% = ACh EC20, 100% = maximal ACh | P08173 | activation, % at 3 µM | actives 0.4% (n = 360,000);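 active = activation above its plate's cutoff, the mean activation of sample wells plus 3 SD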; also: some results filed as inactive read as strong as hits
M5 antag: CHRM5 antagonism in calcium assay | P08912 | CHO-hM5 cells, Fluo-8 calcium fluorescence, ACh EC80 | inhibition, % at 3 µM | actives 0.59% (n = 360,000) | AID 624040;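 active = inhibition above a per-plate cutoff, the mean of that plate's test compounds plus 3 SD, cut at about 27% in these data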;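 also: 0% = acetylcholine EC80 with DMSO and 100% = DMSO without agonist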
M4 antag: antagonists of human muscarinic M4 receptor (CHRM4); actives 0.73% (n = 360,000); inhibition, % at 3 µM; P08173; CHO-hM4 cells, ACh EC80, Fluo-8 calcium fluorescence;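 active = inhibition above its plate's cutoff, the mean inhibition of sample wells plus 3 SD, cut at about 27% in these data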;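 also: 0% = acetylcholine EC80 with DMSO and 100% = DMSO without agonist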
Starred values were filed as active, the others as inactive.

SMILES	CHRM4 agonist	CHO-K1 Ca antag	CHO-K1 Ca ag	M1 PAM parental	M5 ag	M5 PAM	M4 PAM	M5 antag	M4 antag
O=C1N/C(=C/c2ccc(N3CCOCC3)o2)C(=O)N1c1ccccc1	0	6	0.2	-5	-2	-6	-10	9	10
O=c1o[nH]c(-c2ccccc2)c1C1=NCCCCC1	0	8	0.1	1	-15	2	-4	5	0
CSc1ncccc1C(=O)Nc1nc(C(C)(C)C)cs1	8	-13	1.3	-10	-5	-8	1	-3	-31
COc1cc(C(=O)Sc2ccc(Cl)cc2)cc(OC)c1OC	-1	-4	0.1	15	-6	6	10	-2	6
CCN1C(=O)C(CC(=O)Nc2ccc(F)cc2)N(Cc2ccc3c(c2)OCO3)C1=S (stereo unspecified)	9	19	2.1	-16	7	-3	-2	5	3
CCOC(=O)C(NCc1ccccn1)(NC(=O)c1cccnc1)C(F)(F)F (stereo unspecified)	1	5	-0.2	8	-2	4	8	-5	-2
COc1ccc(-c2cc(C(=O)NCCCn3ccnc3)no2)cc1	0	1	0.9	-10	-2	-1	0	3	-7
CCN(CC)S(=O)(=O)c1ccc(NC(=S)Nc2ccc(F)cc2)cc1	1	-17	2.1	10	-4	3	1	1	2
Cc1ccc(CNC(=O)CN2C(=O)CSc3ccc(S(=O)(=O)N4CCC(C)CC4)cc32)cc1	1	16	3.9	-7	-7	-5	-2	8	-1
O=C(NCC(c1ccco1)N1CCc2ccccc2C1)c1ccc(F)cc1 (stereo unspecified)	1	14	-0.3	-2	-2	3	6	-2	-1
Cc1coc(C)c1C(=O)Nc1ccc2ccccc2c1	1	9	0.2	1	-1	-3	-3	17	8
CCCCCCCC(=O)NNC(=O)c1c(O)c2ccccc2n(CC)c1=O	1	-10	0.1	22	-1	-4	2	9	-1
CC(C)C(=O)N1CCN(C2=NS(=O)(=O)c3ccccc32)CC1	1	-7	0.2	16	-5	5	-3	-4	7
C=Cc1ccc(Cn2c(C)c(C(=O)NCc3ccccc3C(F)(F)F)sc2=O)cc1	5	-21	1.5	33	-1	-7	-2	-6	-3
NC(=O)c1cccnc1Nc1cccc(F)c1	1	-7	0.5	25	3	10	0	-14	0
COc1ccc(-n2c(C)nc3c(cnn3-c3ccc(Cl)cc3)c2=O)cc1	6	16	3.3	-2	3	-6	-6	12	8
Nc1nonc1C(=O)NCCNc1ccc([N+](=O)[O-])cn1	2	8	1.4	8	0	-8	-4	6	3
O=C(NCCc1cn2ccsc2n1)C1CCCCC1	1	0	1.8	26	1	-2	2	1	-1
O=C(CSc1nnc(-c2ccncc2)o1)N1CCCC1	4	-8	1.3	-5	0	-2	2	14	0
CCOc1cc2c(cc1OC)C(NC(=O)C(F)(F)F)CC2=O (stereo unspecified)	0	-9	0.8	13	0	-3	8	-2	2
CC1(C)CC(=O)C2=C(C1)c1c(ccc3ncccc13)NC2c1cccs1 (stereo unspecified)	1	-5	0.0	3	-4	5	-1	-13	-6
Cc1c(CCC(=O)NCCCCCC(=O)O)c(=O)oc2c(C)c3oc4c(c3cc12)CCCC4	1	-14	0.3	-5	-2	5	3	7	2
Cn1cc(C(=O)N/N=C/C2=C(N3CCOCC3)C(=C/c3ccc([N+](=O)[O-])cc3)/CC2)ccc1=O	1	-11	-0.3	23	-1	-8	0	19	21
CC(=O)c1cn(-c2ccc(Cl)cc2)c(=O)[nH]c1=O	2	11	0.7	8	-2	-2	0	2	4
Cc1ccc(S(=O)(=O)N2CCN(S(=O)(=O)c3c(C)n[nH]c3C)CC2)cc1C	1	-18	-0.4	17	0	-3	3	3	-4
O=C(C[n+]1cc(-c2ccc(F)cc2)n2c1CCC2)OCc1ccccc1	0	1	0.2	12	-9	7	5	-8	4
O=C(CSc1nnc(CCc2nc3ccccc3[nH]2)n1-c1ccccc1)NCc1ccccc1	9	-6	4.5	13	2	-8	-1	3	9
Cc1cccc(Nc2nnc(SC(C)C(=O)NC3CC3)s2)c1 (stereo unspecified)	1	-10	0.2	7	0	6	21	-1	-7
COc1ccc(N2CC(C(=O)Nc3cccc(C)n3)CC2=O)cc1 (stereo unspecified)	1	1	0.1	25	0	-3	2	5	-7
COc1cccc(CNCCO)c1OCc1ccccc1Cl	2	3	1.4	18	-4	-3	-2	12	1

Of the compounds above, these have a nitro group on carbon.
SMILES	CHRM4 agonist	CHO-K1 Ca antag	CHO-K1 Ca ag	M1 PAM parental	M5 ag	M5 PAM	M4 PAM	M5 antag	M4 antag
Nc1nonc1C(=O)NCCNc1ccc([N+](=O)[O-])cn1	2	8	1.4	8	0	-8	-4	6	3
Cn1cc(C(=O)N/N=C/C2=C(N3CCOCC3)C(=C/c3ccc([N+](=O)[O-])cc3)/CC2)ccc1=O	1	-11	-0.3	23	-1	-8	0	19	21

Further entries.
SMILES	CHRM4 agonist	CHO-K1 Ca antag	CHO-K1 Ca ag	M1 PAM parental	M5 ag	M5 PAM	M4 PAM	M5 antag	M4 antag
COc1cc(OC)cc(-c2c(-c3ccc(F)cc3)c3cc(-c4ccc5[nH]ccc5c4)ccc3n2C)c1	1	-9	0.2	11	-1	1	7	13	11
O=C(/C=C/c1cccs1)N1CCN(c2ccccc2F)CC1	1	-20	1.6	28	-3	2	7	-7	-6
COc1ccc(CNc2ccc(C)c(C)c2)c(OC)c1OC	2	-10	2.6	18	1	-6	3	10	5
COc1ccc(C(=O)OCC(=O)NC(=O)NC2CCCC2)c(OC)c1	2	-20	2.5	16	7	-3	-1	8	0
CC1Sc2ccc(C(=O)OCc3ccccc3Cl)cc2NC1=O (stereo unspecified)	1	-11	1.4	-2	6	-4	4	3	-7
O=C(NCCc1csc(-c2cccnc2)n1)c1cccc(Cl)c1	13	4	7.7	6	5	-6	-24	8	-10
O=C(CNS(=O)(=O)c1ccccc1)N1CCN(c2ccccc2)CC1	1	15	0.5	-4	2	0	2	-8	10
CCOC(=O)c1nn(-c2ccc(F)cc2)c2c1CC/C2=C/c1ccccc1	0	4	-0.1	-7	-3	-2	3	-2	-3
CC(=O)NC(C)c1nc2ccccc2n1CC(=O)N1C(C)CCCC1C (stereo unspecified)	1	-7	-0.2	3	2	2	-1	5	-4
c1ccc(-c2cc(-c3ccccc3)ncn2)cc1	0	5	-0.1	-16	-3	-3	-1	6	0

Single values from above:
CHO-K1 Ca antag result of O=C(/C=C/c1cccs1)N1CCN(c2ccccc2F)CC1 : -20
M5 ag result of CC(=O)c1cn(-c2ccc(Cl)cc2)c(=O)[nH]c1=O : -2
M1 PAM parental result of O=C(CNS(=O)(=O)c1ccccc1)N1CCN(c2ccccc2)CC1 : -4
M4 PAM result of Cc1ccc(CNC(=O)CN2C(=O)CSc3ccc(S(=O)(=O)N4CCC(C)CC4)cc32)cc1 : -2

(continued)
SMILES	CHRM4 agonist	CHO-K1 Ca antag	CHO-K1 Ca ag	M1 PAM parental	M5 ag	M5 PAM	M4 PAM	M5 antag	M4 antag
O=C(CC1COc2ccccc2O1)NCCc1ccccc1 (stereo unspecified)	1	3	0.5	-2	1	0	8	1	4
O=C(O)C1CC=CCC1C(=O)NC1CCCCC1 (stereo unspecified)	1	1	0.7	17	-3	-5	3	8	-4
CC1=C(C(=O)OC2CCCCCCC2)C(c2ccc(O)cc2)NC(=O)N1 (stereo unspecified)	2	-1	0.2	-3	-3	-6	-5	12	13
CCOc1ccc(OCCC(=O)OCC(=O)Nc2ccc(C)c(S(=O)(=O)N3CCCCC3)c2)cc1	24	12	12	-26	5	-23	-6	27*	7
CC(C)NC(=O)C1(C)Cc2c(-c3cccc(C(N)=O)c3)ccnc2O1 (stereo unspecified)	0	-5	-0.5	10	1	0	3	0	-3
CCCOC(=O)CC1C(=O)NCCN1Cc1cc(OC)cc(OC)c1 (stereo unspecified)	1	-8	1.0	30	2	10	8	0	-10
O=c1ccc2ccc(O[C@@H]3O[C@H](CO[C@@H]4OC[C@](O)(CO)[C@H]4O)[C@@H](O)[C@H](O)[C@H]3O)cc2o1	1	3	0.0	-18	3	-4	0	14	-3
Cc1ccc(CN(C)C(=O)COC(=O)CSc2ccc(C(N)=O)cc2[N+](=O)[O-])cc1	12	-7	1.5	-7	3	-6	1	-8	-10
CC(C)(CCl)C(=O)Nc1ccnc(-c2ccncc2)n1	0	-5	1.0	-8	-1	-7	-5	7	0
CC(NC(=O)c1ccc2c(c1)OCO2)C(c1cccs1)N1CCN(c2ccccc2)CC1 (stereo unspecified)	1	-14	0.9	-3	-6	-7	-1	14	2
COCCNC(=O)[C@H]1C[C@@H]1[C@H](NP(=O)(c1ccccc1)c1ccccc1)c1ccccc1	1	-18	0.4	12	2	2	5	7	-2
CSc1ccccc1NC(=O)c1cnccn1	0	3	0.0	-6	-2	-7	3	9	10
COc1ccc(CCNC(=O)CC(C)(C)CC2=NS(=O)(=O)c3ccccc3N2)cc1OC	1	0	0.4	-2	-1	1	-3	6	4
COC(=O)C1C/C(=N\NS(=O)(=O)c2ccc(C)cc2)c2sccc2C1 (stereo unspecified)	-1	1	0.2	-4	-2	-6	0	15	10
Cn1cnc(S(=O)(=O)Nc2ccc(OC(F)F)cc2)c1	0	-5	0.1	-7	0	-4	-9	9	8
CC(=O)c1ccc(NC(=S)NC(=O)c2c(Cl)c(C)nn2C)cc1	1	-5	0.4	20	-1	-3	5	-1	-8
Cc1ccc([C@H]2C[C@@H](O)[C@H](n3cc(-c4ccc(F)cc4)nn3)CN2C(=O)C2CCCCC2)cc1	1	-4	-0.5	4	-3	-6	6	-11	-30
COC(=O)CNc1nc(-c2ccccc2F)nc2ccccc12	2	15	0.8	-6	3	-6	1	8	13
Brc1ccc(OCc2nnnn2-c2ccccc2)cc1	-1	-3	0.3	3	-5	-2	-10	7	0
CCc1ccc(OCCNC(=O)c2cccs2)cc1	2	-4	1.1	11	2	-5	-3	4	-1
COc1ccc(CCn2c(C)cc(C(=O)COC(=O)c3ccc(NC(=O)CC#N)cc3)c2C)cc1	17	2	6.9	0	-2	-11	-12	9	3
Cc1cc(C(=O)COC(=O)c2cccn2C)c(C)n1Cc1ccco1	0	-19	2.5	13	-3	-4	-6	0	7
NC(=O)C1CCN(CC(=O)Nc2ccccc2Sc2ccc(Cl)cc2)CC1	2	-5	5.4	16	-2	-4	-3	0	-2
CCc1ccc(NC(=O)CS(=O)CC(=O)NC(C)CCc2ccco2)cc1 (stereo unspecified)	0	-7	-0.5	11	-1	8	2	-8	2
O=C(CCCCn1c(=S)[nH]c2ccsc2c1=O)NCc1ccco1	2	-12	0.6	15	2	-1	4	1	-1
CC(C)Cn1cnc2c1c(=O)n(CC(=O)Nc1ccc3c(c1)OCO3)c(=O)n2Cc1ccccc1	0	-7	-0.4	16	-2	-2	-6	2	0
CCOC(=O)C1(C)C=C(Nc2ccccc2)C(=O)N1c1ccccc1 (stereo unspecified)	0	-13	1.2	12	-1	2	-5	2	-1
Cc1cccc(OCCn2ccnc2)c1C	1	-3	1.4	7	-21	2	-8	0	3
COc1ccc(-c2cc(C(F)F)n3ncc(C(=O)n4ccnc4C)c3n2)cc1	-1	-1	-0.8	9	-4	-1	3	3	5
CC1(C(=O)NS(=O)(=O)c2ccc(C#N)cc2)CCN1C(=O)Cc1ccc(Cl)cc1Cl (stereo unspecified)	0	-14	0.0	7	1	0	3	1	-11
CCOc1ccc(NC(=O)CN(C)C(=O)c2n[nH]c(=O)c3ccccc23)cc1OCC	0	-3	-0.2	-22	1	-4	4	4	4
